Screens from PubChem.
Yeast growth tox = Inhibits yeast growth, turbidity readout. growth inhibition, % at 25 µM (by protocol). S. cerevisiae wild-type growth, A595 turbidity, 16 h. 30,000 compounds, 0.3% hits;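 active means mutant and wild-type yeast strains alike exhibit over 30% growth inhibition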;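 further: 0% = untreated cell controls and 100% = YPD media blanks without cells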
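system = S. cerevisiae wild-type or eIF2Bepsilon-R284H mutant strain | buffer or medium = YPD medium | dosing = one dose, 25 µM compound, 0.2% DMSO | schedule = 16 h at 30 °C | measured by = A595 turbidity | evaluation = growth inhibition (%) versus cell controls and blanks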
eIF2B yeast act = modulators of yeast eIF2B activity; S. cerevisiae eIF2B-epsilon R284H, GCN4-lacZ luminescence; inhibition, % at 25 µM (by protocol); 27,000 compounds, 0.91% hits;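 active means mutant luminescence inhibited past about 50% while wild type luminescence and mutant growth stay under set limits, limit read from the data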; further: some compounds called inactive have numbers as strong as hits
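material = yeast eIF2B-epsilon R284H mutant carrying GCN4–beta-galactosidase fusion | schedule = 16 h growth with compound at 30 °C, 90 min Beta-Glo step | measured by = luminescence and A595 | compound dosing = one concentration, 25 µM, 0.25% DMSO | read-out basis = % inhibition of reporter signal and growth versus controls | buffer or medium = YPD medium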
Yeast growth tox inhibition % = also measured in Yeast growth tox; calls as there; growth inhibition, %; S. cerevisiae eIF2Bepsilon-R284H mutant growth, A595 turbidity, 16 h;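 each compound tested once at 25 µM; 0% equals untreated cells and 100% equals cell-free medium blanks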
eIF2B yeast act mutant toxicity = also measured in eIF2B yeast act; calls as there; growth inhibition, %; measured here: mutant yeast growth, toxicity;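 each compound tested once at 25 µM; zero equals untreated control growth and 100 equals blank medium absorbance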
* = called active by the depositor; nt = not tested or not shown.

mol	Yeast growth tox	Yeast growth tox inhibition %	eIF2B yeast act	eIF2B yeast act mutant toxicity
c1ccc(-c2nc(NCCCn3ccnc3)c3oc4ccccc4c3n2)cc1	-8	-5	-1	-5
CC(C)(C)OC(=O)N1CCC(C(=O)N2CCC[C@H]2C(=O)O)CC1	-17	4	nt	nt
CC(=O)Nc1ccc(S(=O)(=O)N(c2cccnc2)S(=O)(=O)c2ccc(NC(C)=O)cc2)cc1	-63	-16	15	-16
O=C1c2ccccc2C(=O)N1c1ncccn1	32	-4	28	-4
CCCn1c(SCC(=O)c2ccc(CC)cc2)n[nH]c1=O	2	9	nt	nt
CNc1nc2c(c(=O)[nH]c(=O)n2C)n1CCOC	-1	18	47	18
CCOC(=O)C(/C=N/c1cc(C)nn1-c1ccccc1)=C(\C)O	15	19	19	19
COc1cccc(-c2nn(-c3ccccc3)cc2C(=O)NCC(=O)O)c1	6	0	30	nt
CCN1CCCC1CNC(=O)c1cc(OC)c(OC)c(OC)c1 (configuration not stated)	12	16	22	16
Cc1cc(Cl)cc(Br)c1OCCNCC(C)O (configuration not stated)	nt	nt	34	nt
CN(Cc1ccccc1)S(=O)(=O)c1cccs1	25	15	14	15
O=C(COc1ccc(Cl)cc1Cl)NC1CCSC1=O (configuration not stated)	10	-10	30	-10
Cc1c(Cc2ccccc2)sc(NC(=O)c2ccco2)c1C(N)=O	nt	nt	25	nt
COc1ccccc1C(=O)NCc1ccc2c(c1)OCO2	8	9	-1	9
O=C(CC(c1ccccc1)c1cc(Br)ccc1O)NCc1ccco1 (configuration not stated)	nt	nt	16	nt
CCCc1nnc(SCc2ccc(C(=O)OC)o2)n1N	18	31	-18	31
N#Cc1ccc(NC(=O)c2nc(-c3ccccc3)n(-c3ccccc3)n2)cc1	-1	22	nt	nt
CCCCC(=O)Nc1ccc(C(=O)Nc2nc(CC(=O)OCC)cs2)cc1	9	3	nt	nt
O=C(NS(=O)(=O)c1ccccc1)c1ccccc1F	23	9	15	9
COc1ccc(NC2SC(=O)N(CC(=O)O)C2=O)cc1 (configuration not stated)	7	7	nt	nt
Clc1cccc(Cl)c1COn1nnc2ccccc21	26	14	nt	nt
O=Cc1ccc(OC(=O)C2CC(=O)N(c3ccc(F)cc3)C2)cc1 (configuration not stated)	15	22	31	22
CN(C(=O)Cn1nnc(-c2cccc(C(F)(F)F)c2)n1)C1CCCCC1	-5	-18	35	-18
CNC(=O)CN(C)S(=O)(=O)c1ccc(OC)c(Cl)c1	21	11	15	11
O=C1C2ON(c3ccc(Cl)cc3)C(c3ccco3)C2C(=O)N1c1ccccc1 (configuration not stated)	1	6	10	6
CCOC(=O)c1c(C)[nH]c(C(=O)OC/C(O)=C(\C#N)c2nc3ccccc3[nH]2)c1C	-4	-21	6	-21
Cc1ccc(S(=O)(=O)NCCC(=O)Nc2nnc(C)s2)cc1	16	-14	27	-14
O=C(CN1C(=O)c2ccccc2S1(=O)=O)c1ccccc1	18	10	26	10
COC(=O)c1cc2sc(Cl)cc2n1CC(=O)Nc1cccc(SC)c1	12	-7	8	-7
O=C(Nc1ccc(Cl)cc1)C1CC=CCC1C(=O)OCC(F)(F)C(F)F (configuration not stated)	-6	0	20	nt
c1ccc(Nc2nc(-c3ccncc3)cs2)cc1	21	10	7	10
COCCn1c(SCC(=O)NC(=O)NCc2ccccc2)nc2ccccc21	1	11	13	11
CCN(C(=O)c1ccc(NC(C)=O)cc1)c1ccccc1C	25	12	10	12
Cc1cc2ncn(CCCCOc3ccccc3)c2cc1C	29	18	nt	nt
Cc1nn(Cc2ccc(C(=O)Nc3ccc(Br)c4cccnc34)o2)c(C)c1Br	-5	-36	-2	-36
Cc1ccc(C)c(N(CC(N)=O)S(C)(=O)=O)c1	14	4	-2	4
O=C(NC1CCCCC1)C1CCCN(c2nnnn2-c2ccccc2)C1 (configuration not stated)	-4	-25	-3	-25
Cc1ccc2cc(CN(Cc3ccco3)C(=O)c3cccs3)c(=O)[nH]c2c1	-4	-10	19	-10
Cc1nc(N2CCOCC2)c(C#N)c(C)c1Br	20	15	16	15
Cc1nnsc1C(=O)Nc1ccc(Cl)cc1	18	-7	30	-7
CCn1c(C)nc2cc(C(=O)NNS(=O)(=O)c3c(C)c(C)cc(C)c3C)ccc21	5	21	nt	nt
O=C(c1cc2ccccc2oc1=O)N(Cc1ccc2c(c1)OCO2)Cc1ccco1	-5	-5	7	-5
CCCc1nc2c(=O)n(C)c(=O)[nH]c2n1CCC	18	8	nt	nt
COc1ccc(C(=O)Nn2c(C)nnc2-n2nc(C)cc2C)cc1OC	0	-5	56*	nt
CCCCCCCCOC(=O)c1ccc(N)cc1	9	7	-3	7
Cc1cccc(NC(=S)NC(=O)/C=C/c2ccco2)n1	21	14	18	14
CCOC(=O)c1c(N)sc2c1CCC1C(=O)N(C3CCCCC3)C(=O)C21 (configuration not stated)	7	12	6	12
O=c1[nH]c(CSc2ncc(-c3ccc(F)cc3)n2Cc2ccco2)nc2ccccc12	2	-9	-28	-9
CC(=O)OC(C)(C)C#CCN1CCCC1	17	8	13	8
CCOc1ccccc1NC(=O)CCC(=O)Nc1ccc2nc(N3CCN(C)CC3)cc(C)c2c1	6	-5	18	-5

Later entries
mol	Yeast growth tox	Yeast growth tox inhibition %	eIF2B yeast act	eIF2B yeast act mutant toxicity
O=C(Nc1cc(S(=O)(=O)N2CCOCC2)ccc1O)c1ccco1	-6	-14	15	-14
CCn1c(=O)c(-[n+]2ccccc2)c(O)c2ccccc21	13	7	4	7
O=C(O)c1ccc(OC(F)(F)C(F)C(F)(F)F)cc1 (configuration not stated)	2	15	42	15
CCCCc1nnc(NC(=O)CSc2nc(=O)cc(N)n2-c2cccc(C)c2)s1	10	4	nt	nt
Cc1nc2cc(C(=O)O)ccc2n1-c1ccc(F)cc1F	8	0	-13	nt
CN(CCOc1ccc(Cl)cc1)c1ccc(S(=O)(=O)N2CCCCC2)cn1	-6	-24	13	-24
CCN(CC)CCNC(=O)CS(=O)Cc1nc(-c2ccc(Cl)cc2)oc1C (configuration not stated)	-4	-23	20	-23
COc1ccc2ccc3c(c2c1)N=C[C@]1(O3)N(C)c2ccccc2C1(C)C	10	10	13	10
COCCNC(=O)c1nc2c(nnn2Cc2cc(C)ccc2C)c(=O)[nH]1	4	-17	-5	-17
CC(NC(=O)OC(C)(C)C)C(=O)Oc1ccc2ccc(=O)oc2c1 (configuration not stated)	nt	nt	8	nt
COc1ccc(C(=O)Nn2c(SCC(=O)NCc3ccccc3)nc3ccccc3c2=O)cc1	19	13	19	13
Cc1cccc(NC(=O)c2cc3ccccc3c(=O)o2)n1	11	5	26	5
COc1cc2[nH]c(=O)n(CCC(=O)NCc3cccnc3)c(=O)c2cc1OC	12	12	21	12
CC(C)OCCCNC(=O)C1CC(=O)N(C2CCCCCCC2)C1 (configuration not stated)	12	-3	17	-3
CCCc1cc(N2CCCC(C(=O)NCC)C2)n2ncnc2n1 (configuration not stated)	nt	nt	5	nt
CCCOC(=O)c1ccc2c(c1)C(=O)N(c1ccccc1)C2=O	18	23	27	23
COc1cccc(CNC(=O)C2CCN(S(=O)(=O)N3CCCCC3)CC2)c1	1	5	4	5
O=C(Nc1ccc2c(c1)ncn2C1CCCCC1)c1ccco1	11	6	25	6
COc1ccc2c(c1)CCCC21NC(=O)N(CC(N)=O)C1=O (configuration not stated)	22	-5	25	-5
Cc1ccc(-c2noc(CN(C(=O)c3cccs3)C(C)C)n2)cc1	15	-8	40	-8
O=C(Nc1ccc2nc(C3CC3)n(Cc3ccc(F)cc3)c(=O)c2c1)c1ccco1	1	0	12	nt
CCOc1ccc(Br)cc1-c1noc(-c2cccs2)n1	-29	-17	17	-17
CCOC(=O)c1cc(-c2ccc(C)o2)nn1CCC#N	10	-14	22	-14
CCCCOc1ccccc1C1NC(=O)NC(C)=C1C(=O)OCCOCC (configuration not stated)	7	-5	-3	-5
O=C(Nc1ccc2c(c1)CCC2)C1CCN(c2ncccn2)CC1	-3	5	24	5
COC(=O)c1sc2nc(-c3ccco3)ccc2c1N	18	17	19	17
Cc1c(-n2cc(C(=O)c3cc(Cl)ccc3O)cc(C#N)c2=O)c(=O)n(-c2ccccc2)n1C	25	22	nt	nt
O=c1[nH]c(-c2ccc(Cl)cc2)nc2c1cnn2-c1ccccc1	-5	9	14	9
CCOc1ccc(S(=O)(=O)Nc2cc(OC)ccc2OC)cc1	-3	-4	3	-4
COC(=O)C1=C(C)NC(=O)/C1=C\c1cccs1	2	22	22	22
O/N=C(/Cc1ccccn1)c1ccccc1	-5	-8	4	-8
Fc1ccc(-n2[nH]nnc2=S)cc1N1CCCC1	10	3	0	3
C=CCn1c(SCC(=O)Nc2c(C)n(C)n(-c3ccccc3)c2=O)nc2scc(-c3ccccc3)c2c1=O	21	13	10	13
CCc1ccc(-c2nc(CN3CCC(C(=O)NCc4ccc(F)cc4)CC3)c(C)o2)cc1	-2	-6	nt	nt
COc1cccc(NC(=O)C(C#N)Cc2ccncc2)c1 (configuration not stated)	20	24	20	24
CCCCn1nnnc1NCc1ccc(C)s1	2	-7	4	-7
CCOC(=O)CSc1cn2c(n1)CCC2	17	-7	8	-7
CC(C)OC(=O)c1c(N)n(CCCN2CCOCC2)c2nc3ccccc3nc12	5	18	nt	nt
CCNC(=O)N1C(CC(=O)OCC)C(=O)NC2CCCCC21 (configuration not stated)	-6	3	-6	3
Oc1c(CN2CCOCC2)cc(-c2ccccc2)cc1CN1CCOCC1	39	-3	6	-3
CCCN1CCC(NC(=O)Nc2ccc(F)cc2F)CC1	nt	nt	9	nt
COc1ccc(NC(=O)CSc2nc(C)cs2)cc1OC	17	11	nt	nt
COC(=O)c1[nH]c(C)c(/C(O)=C2\C(=O)C(=O)N(CCN3CCOCC3)C2c2ccccc2OC)c1C (configuration not stated)	6	-10	23	-10
CC1(C)Cc2c(sc3c2c(=N)n(Cc2ccco2)c(=O)n3Cc2ccc(F)cc2)CO1	-23	-10	57*	nt
CCCC(=O)Nc1ccc2c(c1)nc1n2CCOC1	16	11	17	11
CCOC(=O)Nc1nnc(CCc2ccccc2)s1	19	11	-43	11
O=C1Cn2c(nc3ccccc32)N1c1cccc(C(F)(F)F)c1	6	0	-15	nt
CN1CCN(C2=Cc3ccccc3Sc3cc(F)c(F)cc32)CC1	94*	88*	75	88
Cc1nc2ccc(NC(=O)c3cc(S(=O)(=O)N4CCOCC4)ccc3C)cc2s1	23	0	21	nt

Arranged by molecular weight (descending): part of the list above.
mol	Yeast growth tox	Yeast growth tox inhibition %	eIF2B yeast act	eIF2B yeast act mutant toxicity
Cc1nc2ccc(NC(=O)c3cc(S(=O)(=O)N4CCOCC4)ccc3C)cc2s1	23	0	21	nt
O=C1Cn2c(nc3ccccc32)N1c1cccc(C(F)(F)F)c1	6	0	-15	nt
CCCN1CCC(NC(=O)Nc2ccc(F)cc2F)CC1	nt	nt	9	nt
COC(=O)c1sc2nc(-c3ccco3)ccc2c1N	18	17	19	17
CCCCn1nnnc1NCc1ccc(C)s1	2	-7	4	-7
O/N=C(/Cc1ccccn1)c1ccccc1	-5	-8	4	-8

A portion of the library; rates above refer to the full screens.
